SIAE primary: human SIAE inhibitors, primary screen, biochemical, fluorescence polarization, FP-Rh probe, 1536-well HTS. SIAE FP-Rh probe binding. AID 1053197, 2014. inhibition, % at 9.66 µM. 0.69% of 370,000 active;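 active means inhibition above a cutoff: mean of compounds within the control limits plus 3 SD of those, cut at about 17% in these data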;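 further: 0% = plate median of compound wells and 100% = probe without SIAE protein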
LEDGF integ inh: blockers of LEDGF/p75-dependent integrase strand transfer – biochemical, TR-FRET, high throughput, primary screen | HIV-1 integrase (with human LEDGF/p75) | TR-FRET IN-LEDGF/p75 DNA integration, Eu/Cy5 | inhibition, % at 3.7 µM | 0.64% of 370,000 active | AID 743269, 2014;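 active means inhibition above the screen-wide mean plus 3 SD, cut at about 13% in these data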;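 further: signal is the Cy5 over europium emission ratio at 671 and 618 nm; 0% = plate median of compound wells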
rCAG binder: binders of r(CAG) RNA repeats, primary screen, biochemical, fluorescence | r(CAG) RNA repeat, TO-PRO-1 dye displacement fluorescence | inhibition, % at 3 µM | 1.3% of 370,000 active;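 active means inhibition above the plate cutoff, the mean of all test compounds on that plate plus 3 SD, cut at about 35% in these data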;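 further: 0% = DMSO alone and 100% = 100 µM mitoxantrone as full dye displacement; higher means more dye released from RNA so lower well fluorescence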
GC-B act: human GC-B receptor activators, primary screen, HEK293 GC-B cells, cGMP TR-FRET, EC30 CNP; Atrial natriuretic peptide receptor 2 (Homo sapiens), P20594; 0% at EC30 CNP, 100% saturating CNP; activation, % at 10 µM; 0.11% of 370,000 active; AID 1920062, 2024;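 active means activation at 10 µM reaching about 35% in either raw or pattern-adjusted values, limit read from the data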
Target sequence (P20594 whole entry, looked up): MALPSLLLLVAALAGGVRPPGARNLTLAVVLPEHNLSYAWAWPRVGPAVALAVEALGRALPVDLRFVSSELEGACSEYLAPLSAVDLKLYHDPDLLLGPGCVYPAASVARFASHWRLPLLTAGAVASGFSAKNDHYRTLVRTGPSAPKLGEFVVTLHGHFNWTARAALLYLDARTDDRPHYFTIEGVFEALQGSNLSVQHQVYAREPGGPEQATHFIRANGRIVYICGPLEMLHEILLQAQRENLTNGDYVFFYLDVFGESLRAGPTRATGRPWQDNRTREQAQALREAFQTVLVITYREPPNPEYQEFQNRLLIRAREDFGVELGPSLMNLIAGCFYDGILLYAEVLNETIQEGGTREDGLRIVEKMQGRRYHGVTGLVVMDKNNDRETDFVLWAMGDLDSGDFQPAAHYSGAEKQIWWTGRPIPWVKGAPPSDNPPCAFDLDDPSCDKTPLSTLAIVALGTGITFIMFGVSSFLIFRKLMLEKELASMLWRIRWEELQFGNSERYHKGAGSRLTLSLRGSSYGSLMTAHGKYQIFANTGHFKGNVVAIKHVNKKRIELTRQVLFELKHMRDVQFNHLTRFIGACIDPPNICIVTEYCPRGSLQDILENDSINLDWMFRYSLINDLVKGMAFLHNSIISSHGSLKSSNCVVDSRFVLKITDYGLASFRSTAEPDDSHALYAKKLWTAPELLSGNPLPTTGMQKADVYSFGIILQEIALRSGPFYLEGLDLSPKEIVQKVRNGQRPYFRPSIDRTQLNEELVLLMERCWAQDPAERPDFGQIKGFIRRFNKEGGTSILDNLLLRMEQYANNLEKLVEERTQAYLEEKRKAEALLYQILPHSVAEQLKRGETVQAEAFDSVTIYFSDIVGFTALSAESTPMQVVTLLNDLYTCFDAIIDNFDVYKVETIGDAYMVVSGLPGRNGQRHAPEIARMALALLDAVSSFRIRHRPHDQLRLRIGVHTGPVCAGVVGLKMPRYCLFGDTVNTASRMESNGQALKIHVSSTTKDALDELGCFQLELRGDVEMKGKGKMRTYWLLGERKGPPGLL
HTRA1 inh: HTRA1 serine protease inhibitors, primary screen, biochemical, fluorescence polarization, HTS; inhibition, % at 5.96 µM; 0.5% of 340,000 active; AID 504803, 2011; recombinant HTRA1, FP-rhodamine activity-based probe; Q92743; in the data active means inhibition above about 36%;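 further: 0% = enzyme with DMSO and 100% = wells lacking enzyme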
ABHD4 inh: ABHD4 inhibitors, primary screen, biochemical, fluorescence polarization, mouse; (Lyso)-N-acylphosphatidylethanolamine lipase (Mus musculus), Q8VD66; purified mABHD4, FP-Rh probe fluorescence polarization; inhibition, % at 8.92 µM; 0.54% of 370,000 active; AID 720543, 2013;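 active means inhibition exceeding the mean over every tested compound plus 3 SD, cut at about 30% in these data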;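 further: 0% = plate median of compound wells and 100% = S159A mutant with DMSO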
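Assay system: wild-type mouse ABHD4 protein; compound: single nominal dose of 8.92 µM, 0.89% DMSO final; schedule: 45 min + 60 min at 25 °C; measured by: FP readout, ex 525 nm / em 598 nm; evaluation: % inhibition of FP-Rh probe binding versus controls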
PRMT1 inh: PRMT1 methyltransferase inhibitors, primary screen, biochemical, fluorescence polarization. Protein arginine N-methyltransferase 1 (Homo sapiens), Q99873. recombinant PRMT1, activity-based probe fluorescence polarization. inhibition, % at 2.79 µM. 1.3% of 370,000 active;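 active means inhibition above about 21% made by adding two undisclosed values, limit read from the data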
TCR CD3 inh: inhibitors of human TCR-CD3 interaction, primary screen, biochemical, fluorescence, TAMRA-labeled TCR probe | T-cell receptor (TCR) | inhibition, % at 9.4 µM | 0.37% of 360,000 active; in the data active means inhibition above about 19%;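 further: recombinant mutant TCR 2C K166C tagged with TAMRA read by polarization; 0% = receptor in buffer alone and 100% = receptor with positive control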
MBD2 inh: inhibitors of MBD2 binding to methylated DNA, primary screen, biochemical, TR-FRET, DNA-binding domain, human; Methyl-CpG-binding domain protein 2 (Homo sapiens), Q9UBB5; MBD2 binding to methylated oligonucleotide; inhibition, % at 4.4 µM; 0.31% of 370,000 active; AID 686964, 2013; in the data active means inhibition above about 13%
TDP2 absorb: human TDP2 enzyme inhibitors, primary screen, biochemical, epi absorbance, recombinant enzyme; Tyrosyl-DNA phosphodiesterase 2 (Homo sapiens), O95551; T5PNP hydrolysis, p-nitrophenol absorbance 415 nm; inhibition, % at 12.8 µM; 0.34% of 370,000 active;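 active means inhibition above the mean of all tested compounds plus 3 SD, set per campaign, cut at about 25% in these data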;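 further: 0% = DMSO with enzyme and 100% = buffer with substrate but no TDP2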
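Material: recombinant human TDP2; quantity: TDP2 enzyme at 120 nM final; medium: Tris-HCl pH 7.5 with MgCl2; compound: single concentration, 12.8 µM nominal, with 1% DMSO; incubation: 2 h enzyme incubation at 37 °C; signal: epi absorbance; measure: percent inhibition; benchmarks: high control without enzyme, low control DMSO plus TDP2; repeats: singlicate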
Starred values were filed as active, the others as inactive.

How did COc1cc(NC(=O)C/C(C)=N/NC(=O)C(=O)NC2CCCCC2)c(OC)cc1Cl do in these assays?
SIAE primary: 5; LEDGF integ inh: -2; rCAG binder: 10; GC-B act: 4; HTRA1 inh: 0; ABHD4 inh: 1; PRMT1 inh: 5; TCR CD3 inh: -2; MBD2 inh: -6; TDP2 absorb: -7

Results for COC1=CC2(O)CCCC2=CC1=O (centres undefined) ?
SIAE primary: -1; LEDGF integ inh: 1; rCAG binder: 2; GC-B act: 6; HTRA1 inh: -4; ABHD4 inh: -6; PRMT1 inh: 2; TCR CD3 inh: 3; MBD2 inh: 2; TDP2 absorb: 9

How did Cc1cccc(NC(=O)CNC(=O)CCc2nc3sc4c(c3c(=O)[nH]2)CCCC4)c1C do in these assays?
SIAE primary: -8; LEDGF integ inh: 5; rCAG binder: 22; GC-B act: 0; HTRA1 inh: 1; ABHD4 inh: 1; PRMT1 inh: 4; TCR CD3 inh: 9; MBD2 inh: 6; TDP2 absorb: -9

What do the screens show for `COc1ccc(C(CCN2CCCC(C)C2)c2c(OC)cc(OC)c3c(C)cc(=O)oc23)cc1` (centres undefined)?
SIAE primary: 5; LEDGF integ inh: 0; rCAG binder: 7; GC-B act: -11; HTRA1 inh: -7; ABHD4 inh: 6; PRMT1 inh: -2; TCR CD3 inh: 2; MBD2 inh: 0; TDP2 absorb: 3

What do the screens show for `Cc1ccc(S(=O)(=O)Nc2ccccc2F)cc1C(=O)N1CCN(c2ccccc2O)CC1`?
SIAE primary: 6; LEDGF integ inh: -1; rCAG binder: 20; GC-B act: 1; HTRA1 inh: -6; ABHD4 inh: 8; PRMT1 inh: 3; TCR CD3 inh: 4; MBD2 inh: 2; TDP2 absorb: 5

How did S=C(c1ccc(N2CCCC2)cc1)N1CCCCC1 do in these assays?
SIAE primary: -2; LEDGF integ inh: 0; rCAG binder: 3; GC-B act: -2; HTRA1 inh: 13; ABHD4 inh: 21; PRMT1 inh: 1; TCR CD3 inh: 8; MBD2 inh: -1; TDP2 absorb: 0

How did C=CCOc1ccc(CNC(C)(C)CO)cc1OC do in these assays?
SIAE primary: 0; LEDGF integ inh: -4; rCAG binder: 3; GC-B act: 1; HTRA1 inh: -3; ABHD4 inh: 7; PRMT1 inh: -6; TCR CD3 inh: 1; MBD2 inh: -5; TDP2 absorb: -6

What do the screens show for `c1ccc(CCN=C2CCCc3c2[nH]c2ccccc32)cc1`?
SIAE primary: 3; LEDGF integ inh: -1; rCAG binder: 1; GC-B act: -1; HTRA1 inh: -3; ABHD4 inh: 6; PRMT1 inh: 1; TCR CD3 inh: 1; MBD2 inh: 0; TDP2 absorb: 16

How did O=C1Nc2cc(Cl)c(Cl)cc2N(O)N1c1ccc(Cl)cc1 do in these assays?
SIAE primary: 12; LEDGF integ inh: 0; rCAG binder: 1; GC-B act: 2; HTRA1 inh: -2; ABHD4 inh: -1; PRMT1 inh: -1; TCR CD3 inh: -2; MBD2 inh: -1; TDP2 absorb: 9

How did COc1ccc(S(=O)(=O)N2CCOCC2)cc1NC(=O)COC(=O)C1CC1C (centres undefined) do in these assays?
SIAE primary: -1; LEDGF integ inh: -2; rCAG binder: 2; GC-B act: -1; HTRA1 inh: -2; ABHD4 inh: -2; PRMT1 inh: -2; TCR CD3 inh: 4; MBD2 inh: -2; TDP2 absorb: 9

Results for COC(=O)[C@]12CCCCC=C1N(Cc1ccc(OC)cc1)C(=O)[C@@H]2CC(=O)N1CCOCC1 ?
SIAE primary: -7; LEDGF integ inh: 2; rCAG binder: 0; GC-B act: 0; ABHD4 inh: 7; PRMT1 inh: 0; MBD2 inh: -3; TDP2 absorb: -4

How did COc1ccc(C2(C(=O)Nc3ccc(C)c(C)c3)CCOCC2)cc1 do in these assays?
SIAE primary: 3; LEDGF integ inh: -6; rCAG binder: -8; GC-B act: 1; HTRA1 inh: -11; ABHD4 inh: -3; PRMT1 inh: 0; TCR CD3 inh: -1; MBD2 inh: 3; TDP2 absorb: -2

What do the screens show for `O=C1CN(CC(=O)Nc2ccc(SC(F)F)cc2)CCN1`?
SIAE primary: -1; LEDGF integ inh: 1; rCAG binder: -2; GC-B act: 5; HTRA1 inh: 0; ABHD4 inh: 2; PRMT1 inh: 2; TCR CD3 inh: 9; MBD2 inh: -6; TDP2 absorb: 6

How did O=C(O)c1ccc2c(c1)SC1=NS(=O)(=O)CCN12 do in these assays?
SIAE primary: 0; LEDGF integ inh: 3; rCAG binder: 2; GC-B act: -4; HTRA1 inh: 8; ABHD4 inh: 2; PRMT1 inh: 2; TCR CD3 inh: 8; MBD2 inh: -2; TDP2 absorb: 10

Results for C=CCNC(=O)CSc1nnc(-c2ccccn2)n1Cc1ccccc1 ?
SIAE primary: -1; LEDGF integ inh: -3; rCAG binder: -3; GC-B act: 4; HTRA1 inh: -4; ABHD4 inh: -5; PRMT1 inh: -1; TCR CD3 inh: 6; MBD2 inh: -1; TDP2 absorb: 1

How did O=C(CSc1nnc(CNC(=O)C23CC4CC(CC(C4)C2)C3)n1-c1ccccc1)Nc1ccccc1 do in these assays?
SIAE primary: -7; LEDGF integ inh: 1; rCAG binder: 0; GC-B act: 0; HTRA1 inh: -13; ABHD4 inh: 2; PRMT1 inh: -2; TCR CD3 inh: 2; MBD2 inh: -3; TDP2 absorb: -3

What do the screens show for `CC1CCC(C(=O)NC(C(=O)N2CCC(N3CCCCC3)CC2)C(C)C)CC1` (centres undefined)?
SIAE primary: -3; LEDGF integ inh: -4; rCAG binder: -6; GC-B act: -1; HTRA1 inh: 1; ABHD4 inh: 0; PRMT1 inh: -1; TCR CD3 inh: 0; MBD2 inh: 0; TDP2 absorb: 7

Results for CCOC(=O)c1ccc(N2C(=O)CC(NC3CCN(C(=O)c4ccc(F)cc4)CC3)C2=O)cc1 (centres undefined) ?
SIAE primary: -1; LEDGF integ inh: 0; rCAG binder: 3; GC-B act: 6; HTRA1 inh: 3; ABHD4 inh: -2; PRMT1 inh: 2; TCR CD3 inh: -7; MBD2 inh: 0; TDP2 absorb: -12

What do the screens show for `COc1ccc(S(=O)(=O)Nc2cccc(-c3ccc4nncn4n3)c2)cc1`?
SIAE primary: 0; LEDGF integ inh: 2; rCAG binder: 4; GC-B act: -13; HTRA1 inh: -3; ABHD4 inh: -4; PRMT1 inh: -5; TCR CD3 inh: -11; MBD2 inh: 0; TDP2 absorb: -9

Results for Cc1ccc(C)c(NC(=O)CSc2nnc(-c3ccccc3)n2N)c1 ?
SIAE primary: -8; LEDGF integ inh: 2; rCAG binder: -1; GC-B act: 5; HTRA1 inh: -2; ABHD4 inh: -2; PRMT1 inh: 4; TCR CD3 inh: -1; MBD2 inh: 3; TDP2 absorb: 5

Results for c1ccc(CSc2nnc(-c3cccs3)o2)cc1 ?
SIAE primary: 6; LEDGF integ inh: -3; rCAG binder: -4; GC-B act: -4; HTRA1 inh: -15; ABHD4 inh: -2; PRMT1 inh: -1; TCR CD3 inh: -5; MBD2 inh: 4; TDP2 absorb: -3

Results for CC(C)n1c(NCc2cccs2)nc2ccccc21 ?
SIAE primary: 6; LEDGF integ inh: -1; rCAG binder: -2; GC-B act: 3; HTRA1 inh: 3; ABHD4 inh: 0; PRMT1 inh: -1; TCR CD3 inh: 3; MBD2 inh: -1; TDP2 absorb: 13

What do the screens show for `O=C(NC(NC1CCS(=O)(=O)C1)C(=O)c1ccccc1)c1ccc(Cl)cc1` (centres undefined)?
SIAE primary: 2; LEDGF integ inh: 2; rCAG binder: 0; GC-B act: 0; HTRA1 inh: -3; ABHD4 inh: -4; PRMT1 inh: -3; TCR CD3 inh: -2; MBD2 inh: -5; TDP2 absorb: 6

What do the screens show for `Cc1c(/C=C(\CC(=O)O)c2nc3ccccc3s2)cc(C#N)n1C`?
SIAE primary: -2; LEDGF integ inh: -1; rCAG binder: 10; GC-B act: 7; HTRA1 inh: -2; ABHD4 inh: 1; PRMT1 inh: 2; TCR CD3 inh: -4; MBD2 inh: -6; TDP2 absorb: 16

What do the screens show for `CC(=O)NC(c1cccc(F)c1)c1nc(-c2ccccc2)cs1` (centres undefined)?
SIAE primary: -2; LEDGF integ inh: -2; rCAG binder: 0; GC-B act: 1; ABHD4 inh: -3; PRMT1 inh: -2; TCR CD3 inh: 1; MBD2 inh: 1; TDP2 absorb: -8

Results for C[C@H]1CCCCO[C@H](CN(C)CC2CCCCC2)[C@@H](C)CN([C@@H](C)CO)C(=O)c2cc(NS(=O)(=O)c3ccccc3)ccc2O1 ?
SIAE primary: 9; LEDGF integ inh: -3; rCAG binder: 3; GC-B act: -3; HTRA1 inh: -2; ABHD4 inh: 6; PRMT1 inh: 1; TCR CD3 inh: 0; MBD2 inh: 6; TDP2 absorb: 8

Results for N#CC(C#N)=C1C=CC=CN1/C(=C\c1ccco1)C(=O)c1ccc(Br)cc1 ?
SIAE primary: 3; LEDGF integ inh: -1; rCAG binder: 7; GC-B act: -1; HTRA1 inh: -20; ABHD4 inh: 5; PRMT1 inh: 14; TCR CD3 inh: 5; MBD2 inh: 0; TDP2 absorb: 7

What do the screens show for `Cc1ccnc(NC(=O)c2ccc(Cl)cc2Cl)n1`?
SIAE primary: -1; LEDGF integ inh: -1; rCAG binder: 1; GC-B act: 4; ABHD4 inh: 1; PRMT1 inh: 0; TCR CD3 inh: 4; MBD2 inh: 3; TDP2 absorb: -13

Results for CCOc1ccc(-c2csc(NC(=O)c3ccco3)n2)cc1 ?
SIAE primary: 0; LEDGF integ inh: 1; rCAG binder: 9; GC-B act: 0; HTRA1 inh: -26; ABHD4 inh: -2; PRMT1 inh: -2; TCR CD3 inh: -5; MBD2 inh: 1; TDP2 absorb: -6

Structural class, those above with two or more sulfur atoms.
How did O=C(O)c1ccc2c(c1)SC1=NS(=O)(=O)CCN12 do in these assays?
SIAE primary: 0; LEDGF integ inh: 3; rCAG binder: 2; GC-B act: -4; HTRA1 inh: 8; ABHD4 inh: 2; PRMT1 inh: 2; TCR CD3 inh: 8; MBD2 inh: -2; TDP2 absorb: 10

Results for c1ccc(CSc2nnc(-c3cccs3)o2)cc1 ?
SIAE primary: 6; LEDGF integ inh: -3; rCAG binder: -4; GC-B act: -4; HTRA1 inh: -15; ABHD4 inh: -2; PRMT1 inh: -1; TCR CD3 inh: -5; MBD2 inh: 4; TDP2 absorb: -3

Bioassay records as filed in PubChem.

Not all compounds are listed; rates above refer to the full screens.
